Screens as filed in PubChem BioAssay.
APJ antagonist: antagonists of human apelin receptor APJ, primary screen, CHO-K1 cells, beta-arrestin complementation, luminescence; P35414; inhibition, % at 20 µM; hit rate 0.32% among 330,000; AID 2521, 2010;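 active = inhibition above about 40% at 20 µM, limit read from the data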;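 note: cells challenged with 10 nM apelin-13 agonist together with compound; plate controls were apelin-13 plus DMSO wells for no effect and DMSO wells lacking apelin-13 for full effect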
Target sequence (P35414 whole entry, looked up): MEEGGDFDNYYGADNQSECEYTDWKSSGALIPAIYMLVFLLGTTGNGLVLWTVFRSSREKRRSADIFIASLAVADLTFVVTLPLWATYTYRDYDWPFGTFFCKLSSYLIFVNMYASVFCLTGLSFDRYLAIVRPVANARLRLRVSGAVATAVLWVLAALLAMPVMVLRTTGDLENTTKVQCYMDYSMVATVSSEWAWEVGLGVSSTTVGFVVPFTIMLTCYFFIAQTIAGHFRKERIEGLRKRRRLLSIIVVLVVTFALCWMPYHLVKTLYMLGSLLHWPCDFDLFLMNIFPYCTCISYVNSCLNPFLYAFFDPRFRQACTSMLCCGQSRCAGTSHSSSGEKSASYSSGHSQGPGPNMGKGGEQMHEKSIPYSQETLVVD
APJ agonist: agonists of human apelin receptor APJ, primary screen, CHO-K1 cells, PathHunter beta-arrestin, luminescence | activation, % at 20 µM | P35414 | hit rate 0.11% among 330,000 | AID 2520, 2010 | 0% DMSO wells, 100% apelin;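 active = activation more than six SD over the plate average, tested at 20 µM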;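 note: 0% = DMSO alone and 100% = apelin-13 at 10 nM; some results filed as inactive read as strong as hits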
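Test system: CHO-K1 APJ beta-arrestin complementation cell line. Amount: cell density 1000 per well. Controls: DMSO negative, 10 nM Apelin-13 positive. Signal: luminescent beta-gal fragment complementation, chemiluminescent substrate. Read-out basis: agonist-driven arrestin binding to APJ. Timing: compound stimulation 90 min at 25 °C, detection 60 min.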
CHOP UPR activ: activators of apoptotic CHOP UPR arm, primary screen, cell-based, CHO-CHOP luciferase reporter, luminescence, uHTS | UPR activation; percent of tunicamycin response over DMSO baseline | activation, % at 10 µM | hit rate 0.34% among 330,000;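 active = at 10 µM dose, activation of 40% or more, normalized to positive control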;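 note: 100% = tunicamycin at 10 µg/mL and 0% = DMSO alone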
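System: CHO-CHOP luciferase reporter cell line | Buffer or medium: F12 medium containing 10% fetal bovine serum | Doses: One dose, 10 µM in 0.5% DMSO | Times: 6 h compound exposure at 37 °C after overnight seeding | Signal: Luciferase luminescence | Read-out: % activation vs tunicamycin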
tim10-1 inh: growth inhibitors of tim10-1 mutant yeast, primary screen, luminescence, uHTS; S. cerevisiae tim10-1 ts strain growth, BacTiter-Glo, 24 h; inhibition, % at 20 µM; hit rate 2.2% among 330,000;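 active = inhibition of at least 40%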;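 note: mutant grown at 25 °C; 0% = DMSO wells with yeast and 100% = wells holding no yeast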
tim23-1 inh: growth inhibitors of tim23-1 mutant yeast, primary screen, luminescence, uHTS | hit rate 1.3% among 330,000 | AID 463212, 2010 | S. cerevisiae tim23-1 growth, BacTiter-Glo luminescence, 24 h | inhibition, % at 20 µM;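 active = growth inhibition of the mutant yeast at or above 50%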;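 note: temperature-sensitive mutant grown at 25 °C; plate controls were DMSO-treated mutant yeast for no effect and medium wells lacking yeast for full effect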
TIM10 inh: growth inhibitors of isogenic TIM10 control yeast, primary screen, counter-screen for tim10-1 yeast inhibitor project, luminescence, uHTS; inhibition, % at 10 µM; hit rate 1.4% among 330,000; S. cerevisiae TIM10 strain growth, BacTiter-Glo luminescence, 24 h;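 active = inhibition of 40% or more at the single tested concentration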;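 note: wild-type TIM10 isogenic control strain grown at permissive 25 °C; 0% = DMSO yeast wells and 100% = minimal medium wells without yeast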
Mdm2-MdmX inh: inhibitors of human Mdm2-MdmX association, primary screen, cell-based, luminescence, split luciferase, SaOS-2, uHTS | Protein Mdm4 (Homo sapiens) + E3 ubiquitin-protein ligase Mdm2 (Homo sapiens), … | SaOS-2 split-luciferase Mdm2/MdmX complementation | inhibition, % at 8 µM | hit rate 3% among 330,000 | AID 485346, 2010;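 active = inhibition of at least 50% at 8 µM in the primary screen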
CXCR6 block: CXCR6 receptor inhibitors, primary screen, cell-based, beta-arrestin, luminescence, CHO-K1 PathHunter, 1536-well; C-X-C chemokine receptor type 6 (Homo sapiens), O00574; hit rate 0.36% among 360,000; inhibition, % at 20 µM; AID 602244, 2012; in the data active = inhibition above about 34%, passing the limit was not always enough;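 note: antagonist mode with CXCL16 agonist at 10 nM final; 0% = 10 nM CXCL16 with DMSO and 100% = unstimulated wells without agonist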
Target sequence (O00574 whole entry, looked up): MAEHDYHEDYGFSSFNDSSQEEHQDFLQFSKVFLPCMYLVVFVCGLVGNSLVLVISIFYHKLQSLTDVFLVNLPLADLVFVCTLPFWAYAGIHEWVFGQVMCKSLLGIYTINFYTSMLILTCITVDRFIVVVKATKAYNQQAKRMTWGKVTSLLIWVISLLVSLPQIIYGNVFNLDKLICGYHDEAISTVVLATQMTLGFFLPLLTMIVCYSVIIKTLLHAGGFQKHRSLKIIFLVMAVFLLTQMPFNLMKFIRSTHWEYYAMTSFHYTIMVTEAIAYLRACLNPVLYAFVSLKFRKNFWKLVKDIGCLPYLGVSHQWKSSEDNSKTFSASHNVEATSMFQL
UPR XBP1 act: activators of adaptive XBP1 UPR arm, primary screen, cell-based, CHO-XBP1 luciferase reporter, luminescence, uHTS; activation, % at 20 µM; AID 463104, 2010; hit rate 0.33% among 330,000; IRE1-XBP1 UPR activation; percent of tunicamycin response, DMSO as zero;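 active = versus positive control, 20 µM dose yields 30% or more activation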;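 note: 100% = tunicamycin at 10 µg/mL and 0% = DMSO only wells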
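Material: CHO-XBP1 cells stably carrying IRE1-XBP1-driven luciferase reporter | Medium: F12 with 10% serum | Compound dosing: 20 µM single concentration, DMSO 1% | Incubation: Overnight seeding at 37 °C, 6 h compound treatment at 37 °C | Detection: Steady-Glo luminescence read | Read-out basis: % activation of reporter signal versus tunicamycin and DMSO controls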
The depositor's hits bear a star. Not all compounds are listed. The share of hits here may be higher or lower than overall.

What do the screens show for `Nc1cc(C(=O)N2CCCC2)cc(C(=O)N2CCCC2)c1`?
APJ antagonist: -5; APJ agonist: -1; CHOP UPR activ: 0.1; tim10-1 inh: -10; tim23-1 inh: -16; TIM10 inh: -8; Mdm2-MdmX inh: -7; CXCR6 block: -6; UPR XBP1 act: -1

Results for O=C(NNC(=O)C1CCN(c2ncccn2)CC1)c1ccccc1 ?
APJ antagonist: -14; APJ agonist: -2; CHOP UPR activ: -0.4; tim10-1 inh: 5; tim23-1 inh: 3; TIM10 inh: 7; Mdm2-MdmX inh: 14; CXCR6 block: -3; UPR XBP1 act: 3

Results for CC(C)N1CCC(N2CCN(Cc3ccc4nsnc4c3)CC2CCO)CC1 (stereo not given) ?
APJ antagonist: -12; APJ agonist: -5; CHOP UPR activ: -0.1; tim10-1 inh: 2; tim23-1 inh: -3; TIM10 inh: 4; Mdm2-MdmX inh: 2; CXCR6 block: 3; UPR XBP1 act: -2

What do the screens show for `O=C(NCc1nnc(SCC(=O)N2CCN(c3ccccc3)CC2)o1)c1ccccc1`?
APJ antagonist: 7; APJ agonist: 7; CHOP UPR activ: 1.1; tim10-1 inh: -3; tim23-1 inh: 12; TIM10 inh: 2; Mdm2-MdmX inh: 28; CXCR6 block: -6; UPR XBP1 act: -3

How did COCCNS(=O)(=O)c1cc(OC)c(C)cc1C do in these assays?
APJ antagonist: 1; APJ agonist: -4; CHOP UPR activ: -0.4; tim10-1 inh: 0; tim23-1 inh: 13; TIM10 inh: -3; Mdm2-MdmX inh: 1; CXCR6 block: -4; UPR XBP1 act: 1

What do the screens show for `Clc1ccc(CNc2ccccc2NCc2ccc(Cl)nc2)cn1`?
APJ antagonist: -8; APJ agonist: -1; CHOP UPR activ: 0.3; tim10-1 inh: 0; tim23-1 inh: 10; TIM10 inh: 0; Mdm2-MdmX inh: 0; CXCR6 block: 0; UPR XBP1 act: -2

Results for C=CCN1C=C2C(=O)C(C)(OC(=O)C3CCCC3)C(=O)C(c3ccccc3)=C2C=C1CCCC(=O)OC (stereo not given) ?
APJ antagonist: -15; APJ agonist: 0; CHOP UPR activ: -1.7; tim10-1 inh: 11; tim23-1 inh: -10; TIM10 inh: -9; Mdm2-MdmX inh: 7; CXCR6 block: -4; UPR XBP1 act: 4

Results for CCC(C)NC(=O)c1ccc(-n2c(=S)[nH]c3ccccc3c2=O)cc1 (stereo not given) ?
APJ antagonist: 13; APJ agonist: -3; CHOP UPR activ: 0.9; tim10-1 inh: 10; tim23-1 inh: -16; TIM10 inh: -9; Mdm2-MdmX inh: 12; CXCR6 block: -1; UPR XBP1 act: -1

How did CCO[C@H]1OC(C(=O)N2CCN(C)CC2)=C[C@@H](c2csc3ccccc23)[C@@H]1CCCO do in these assays?
APJ antagonist: -77; APJ agonist: -5; CHOP UPR activ: 0.1; tim10-1 inh: 26; tim23-1 inh: 24; TIM10 inh: 1; Mdm2-MdmX inh: 0; CXCR6 block: -5; UPR XBP1 act: 0

How did CN(C)C(=O)c1ccc(NC(=O)CSc2nc3ccccc3[nH]2)cc1 do in these assays?
APJ antagonist: -4; APJ agonist: -2; CHOP UPR activ: -1.6; tim10-1 inh: -1; tim23-1 inh: 8; TIM10 inh: 10; Mdm2-MdmX inh: 11; CXCR6 block: -1; UPR XBP1 act: 0

What do the screens show for `COc1ccccc1C/C(N)=N/OC(=O)COc1cccc(C)c1C`?
APJ antagonist: -24; APJ agonist: -5; CHOP UPR activ: 4.3; tim10-1 inh: 63*; tim23-1 inh: 70*; TIM10 inh: 53*; Mdm2-MdmX inh: 10; CXCR6 block: -4; UPR XBP1 act: -1

Results for Cc1ccc(-n2c(=O)cc(NCc3cccnc3)[nH]c2=O)cc1 ?
APJ antagonist: 20; APJ agonist: -2; CHOP UPR activ: 0.7; tim10-1 inh: 0; tim23-1 inh: 8; TIM10 inh: -18; Mdm2-MdmX inh: -19; CXCR6 block: -2; UPR XBP1 act: -4

How did CCOc1ccc(S(=O)(=O)N(CC)CC(=O)NCc2cccnc2)cc1C do in these assays?
APJ antagonist: 13; APJ agonist: 3; CHOP UPR activ: 0.8; tim10-1 inh: 3; tim23-1 inh: 11; TIM10 inh: 1; Mdm2-MdmX inh: 31; CXCR6 block: -2; UPR XBP1 act: -1

What do the screens show for `COc1ccc(Cl)cc1NC(=O)CSc1nnc(-c2ccco2)o1`?
APJ antagonist: -1; APJ agonist: -6; CHOP UPR activ: 2.3; tim10-1 inh: 9; tim23-1 inh: 17; TIM10 inh: 17; Mdm2-MdmX inh: 18; CXCR6 block: -1; UPR XBP1 act: -3

Results for COc1cccc(/C=C2\SC(N)=NC2=O)c1OS(=O)(=O)c1ccccc1 ?
APJ antagonist: 5; APJ agonist: -4; CHOP UPR activ: 0.5; tim10-1 inh: -22; tim23-1 inh: -17; TIM10 inh: -6; Mdm2-MdmX inh: 31; CXCR6 block: -5; UPR XBP1 act: -1

Results for CCc1ccc(CN(C)C(=O)c2cc(COc3cccc(C(F)(F)F)c3)on2)nc1 ?
APJ antagonist: -5; APJ agonist: -4; CHOP UPR activ: 2.8; tim10-1 inh: 36; tim23-1 inh: 39; TIM10 inh: 24; Mdm2-MdmX inh: 19; CXCR6 block: -14; UPR XBP1 act: -5

What do the screens show for `FC(F)(F)c1nnc2c(Sc3ccccn3)nc3ccccc3n12`?
APJ antagonist: -10; APJ agonist: 1; CHOP UPR activ: 5.3; tim10-1 inh: 55*; tim23-1 inh: 48; TIM10 inh: 35; Mdm2-MdmX inh: 49; CXCR6 block: -6; UPR XBP1 act: 9

What do the screens show for `O=c1[nH]c(/C=C/c2cccc3ccccc23)nc2ccccc12`?
APJ antagonist: -1; APJ agonist: -2; CHOP UPR activ: 3.3; tim10-1 inh: -10; tim23-1 inh: 28; TIM10 inh: 18; Mdm2-MdmX inh: 44; CXCR6 block: 8; UPR XBP1 act: 0

Results for Cc1cccc(N(CC(=O)N2CCCC2)S(=O)(=O)c2ccccc2)c1C ?
APJ antagonist: 8; APJ agonist: -5; CHOP UPR activ: 0.3; tim10-1 inh: -2; tim23-1 inh: 13; TIM10 inh: 12; Mdm2-MdmX inh: 17; CXCR6 block: -2; UPR XBP1 act: 0

How did O=C1c2ccccc2C(=O)N1Cc1nc2ccccc2c(=O)n1CCCN1CCOCC1 do in these assays?
APJ antagonist: -7; APJ agonist: -2; CHOP UPR activ: 0.9; tim10-1 inh: 5; tim23-1 inh: 13; TIM10 inh: 5; Mdm2-MdmX inh: -22; CXCR6 block: -12; UPR XBP1 act: 2

Not a retest: 4 of the compounds above.
What do the screens show for `FC(F)(F)c1nnc2c(Sc3ccccn3)nc3ccccc3n12`?
APJ antagonist: -10; APJ agonist: 1; CHOP UPR activ: 5.3; tim10-1 inh: 55*; tim23-1 inh: 48; TIM10 inh: 35; Mdm2-MdmX inh: 49; CXCR6 block: -6; UPR XBP1 act: 9

What do the screens show for `O=c1[nH]c(/C=C/c2cccc3ccccc23)nc2ccccc12`?
APJ antagonist: -1; APJ agonist: -2; CHOP UPR activ: 3.3; tim10-1 inh: -10; tim23-1 inh: 28; TIM10 inh: 18; Mdm2-MdmX inh: 44; CXCR6 block: 8; UPR XBP1 act: 0

Results for Cc1cccc(N(CC(=O)N2CCCC2)S(=O)(=O)c2ccccc2)c1C ?
APJ antagonist: 8; APJ agonist: -5; CHOP UPR activ: 0.3; tim10-1 inh: -2; tim23-1 inh: 13; TIM10 inh: 12; Mdm2-MdmX inh: 17; CXCR6 block: -2; UPR XBP1 act: 0

How did O=C1c2ccccc2C(=O)N1Cc1nc2ccccc2c(=O)n1CCCN1CCOCC1 do in these assays?
APJ antagonist: -7; APJ agonist: -2; CHOP UPR activ: 0.9; tim10-1 inh: 5; tim23-1 inh: 13; TIM10 inh: 5; Mdm2-MdmX inh: -22; CXCR6 block: -12; UPR XBP1 act: 2

Next part
What do the screens show for `Cc1c(Br)c([N+](=O)[O-])nn1C(C)C(=O)N1CCc2ccccc2C1` (stereo not given)?
APJ antagonist: 1; APJ agonist: -7; CHOP UPR activ: -2.4; tim10-1 inh: 32; tim23-1 inh: 27; TIM10 inh: 11; Mdm2-MdmX inh: -1; CXCR6 block: -8; UPR XBP1 act: 0

What do the screens show for `CC(=O)c1ccc(N2CCN(C(=O)CCC(=O)c3cccs3)CC2)cc1`?
APJ antagonist: -1; APJ agonist: 1; CHOP UPR activ: -1.6; tim10-1 inh: -1; tim23-1 inh: 3; TIM10 inh: -17; Mdm2-MdmX inh: 5; CXCR6 block: 6; UPR XBP1 act: 1

Results for O=C(COc1cccc(F)c1)Nc1nc(-c2ccncc2)cs1 ?
APJ antagonist: 3; APJ agonist: -2; CHOP UPR activ: 0.6; tim10-1 inh: 25; tim23-1 inh: 29; TIM10 inh: 19; Mdm2-MdmX inh: 24; CXCR6 block: -2; UPR XBP1 act: -1

How did CC(C)(C)NS(=O)(=O)c1ccc(OCC(=O)NCCC2=CCCCC2)cc1 do in these assays?
APJ antagonist: 2; APJ agonist: 3; CHOP UPR activ: -0.2; tim10-1 inh: 25; tim23-1 inh: 33; TIM10 inh: 23; Mdm2-MdmX inh: -35; CXCR6 block: -2; UPR XBP1 act: -1

How did Cc1cccc(NC(=S)N/N=C/c2cccc(O)c2)c1C do in these assays?
APJ antagonist: 11; APJ agonist: -4; CHOP UPR activ: 0.3; tim10-1 inh: 24; tim23-1 inh: 14; TIM10 inh: 31; Mdm2-MdmX inh: 43; CXCR6 block: 2; UPR XBP1 act: 1

Results for CCOCCn1c(=NC(=O)CSCC(=O)N2CCOCC2)sc2cc(OC)ccc21 ?
APJ antagonist: -4; APJ agonist: -6; CHOP UPR activ: -1.4; tim10-1 inh: 18; tim23-1 inh: 20; TIM10 inh: 10; Mdm2-MdmX inh: 10; CXCR6 block: 1; UPR XBP1 act: 1

What do the screens show for `CN(NC1OC(=O)c2ccccc21)c1ncc(Cl)cc1C(F)(F)F` (stereo not given)?
APJ antagonist: -8; APJ agonist: 1; CHOP UPR activ: -0.7; tim10-1 inh: 10; tim23-1 inh: 10; TIM10 inh: -11; Mdm2-MdmX inh: 9; CXCR6 block: 1; UPR XBP1 act: -2
